TRPML3 ag = agonists of human TRPML3 channel | Q8TDD5 | HEK293 TRPML3-YFP, Fluo-8 calcium fluorescence; 100% = the carbachol control signal | activation, % at 3 µM | 220,000 compounds, 0.29% hits | AID 1448;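 active = activation above its plate's cutoff, the mean activation of the plate's test wells plus 3 SD, cut at about 12% in these data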;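 also: 0% = DMSO only wells and 100% = carbachol wells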
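Test system – HEK293 line with stable expression of human TRPML3-YFP channel · Control set – carbachol 87 µM final as high control (100%), DMSO as low control (0%) · Signal – Fluo-8 calcium dye fluorescence, ex 470-495, em 515-575 nm · Incubation – 1-h 37 °C dye load, 5-s basal, 120-s post-compound reads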
Cl transport mod = modulators of human KCC2 chloride dependent transport; KCC2 cells, thallium flux FluoZin-2 fluorescence; Q9H2X9; B-score of Tl+ flux slope (higher = more flux/activation; lower = inhibition) at 10 µM; 190,000 compounds, 2.2% hits;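 active = thallium flux slope and its plate-corrected score both differing from the plate sample mean at a set confidence after two filtering rounds, in either direction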;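 also: slope of fluorescence scaled to starting intensity during 10 to 20 s after thallium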
Target sequence (Q9H2X9 whole entry, looked up): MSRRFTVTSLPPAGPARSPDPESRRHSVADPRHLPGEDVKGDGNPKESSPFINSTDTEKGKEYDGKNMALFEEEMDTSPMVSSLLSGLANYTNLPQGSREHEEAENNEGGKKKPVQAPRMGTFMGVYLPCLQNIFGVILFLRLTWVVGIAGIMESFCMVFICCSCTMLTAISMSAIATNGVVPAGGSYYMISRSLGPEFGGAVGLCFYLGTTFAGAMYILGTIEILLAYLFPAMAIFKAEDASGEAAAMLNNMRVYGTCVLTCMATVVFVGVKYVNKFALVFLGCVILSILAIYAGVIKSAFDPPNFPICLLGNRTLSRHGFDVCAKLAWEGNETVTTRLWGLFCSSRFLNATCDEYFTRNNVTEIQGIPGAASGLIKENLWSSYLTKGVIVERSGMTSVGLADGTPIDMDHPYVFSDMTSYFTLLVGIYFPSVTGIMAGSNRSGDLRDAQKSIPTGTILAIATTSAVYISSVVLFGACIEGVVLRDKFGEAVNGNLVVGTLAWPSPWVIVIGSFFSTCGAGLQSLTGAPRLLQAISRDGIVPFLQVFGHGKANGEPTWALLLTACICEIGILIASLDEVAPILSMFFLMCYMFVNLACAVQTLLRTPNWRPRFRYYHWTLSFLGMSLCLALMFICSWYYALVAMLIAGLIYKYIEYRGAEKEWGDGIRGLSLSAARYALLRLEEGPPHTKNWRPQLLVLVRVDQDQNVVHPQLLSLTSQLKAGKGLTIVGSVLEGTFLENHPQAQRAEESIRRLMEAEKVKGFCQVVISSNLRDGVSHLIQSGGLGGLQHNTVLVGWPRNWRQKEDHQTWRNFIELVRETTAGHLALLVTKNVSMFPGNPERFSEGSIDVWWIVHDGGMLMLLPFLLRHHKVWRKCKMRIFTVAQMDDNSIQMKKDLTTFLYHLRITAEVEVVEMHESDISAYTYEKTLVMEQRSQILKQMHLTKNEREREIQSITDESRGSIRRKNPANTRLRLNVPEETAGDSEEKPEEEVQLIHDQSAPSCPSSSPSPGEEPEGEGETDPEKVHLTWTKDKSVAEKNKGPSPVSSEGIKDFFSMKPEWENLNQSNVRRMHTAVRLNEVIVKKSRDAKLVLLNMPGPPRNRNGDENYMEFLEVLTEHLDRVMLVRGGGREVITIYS
thrombin 1536 = thrombin (human) inhibition | inhibition, % at 5 µM | P00734 | 220,000 compounds, 0.26% hits | alpha-thrombin, Boc-VPR-AMC fluorogenic substrate cleavage;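 active = inhibition at or above 40%; inactive = inhibition below 40%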;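 also: 0% = enzyme with no compound and 100% = wells without enzyme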
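Material: human alpha-thrombin enzyme / Medium: pH 7.5 Tris (50 mM) with NaCl 150 mM, Tween 20 0.05% / Compound: single-point dosing at 5 µM, 0.2% DMSO / Incubation: enzyme reaction carried out at room temperature / Detection: AMC fluorescence, 355/460 nm / Read-out basis: percent inhibition scaled between no-compound controls and no-enzyme blanks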
m-calpain inh = blocks pig calpain II enzyme activity | purified calpain II, fluorogenic peptide substrate, 30 min | inhibition, % at 16 µM | 220,000 compounds, 0.37% hits | AID 1236;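 active = inhibition above about 50%, limit read from the data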
zfTRPN1 agonist = zebrafish TRPN1 (NompC) channel agonism | HEK293 zebrafish TRPN1-YFP, Fluo-8 calcium fluorescence; 100% = response to 87 µM carbachol | activation, % at 3 µM | 220,000 compounds, 0.18% hits | AID 1424;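 active = activation above its plate's cutoff, the mean activation of test wells on that plate plus 3 SD, cut at about 19% in these data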;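 also: 0% = DMSO alone and 100% = 87 µM carbachol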
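Assay system: Zebrafish TRPN1-YFP in HEK293 cells | Incubation: Dye loading 1 h at 37 °C, then 30 min room temperature | Measured by: Kinetic Fluo-8 fluorescence, ex 470-495, em 515-575 nm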
Furin inh = human furin inhibition. 220,000 compounds, 0.061% hits. purified furin, fluorogenic substrate cleavage. inhibition, % at 30 µM; in the data active = inhibition above about 25%; also: inactives centre near -15
EBV gp42 inh = inhibitors of Epstein-Barr virus glycoprotein 42. Q1HVG2. Fluorescence polarization binding assay, mP read-out. inhibition, % (tested at 21.74 µM). 220,000 compounds, 0.42% hits. AID 1085; in the data active = inhibition above about 50%
TbHK1 inh = T. brucei hexokinase 1 inhibition; 220,000 compounds, 0.11% hits; AID 1430; inhibition, % at 10 µM; recombinant TbHK1, G6PDH-coupled NADH A340;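 active = inhibition of 50% or more in the single-dose primary screen; inactive = inhibition below 50%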
PPC-1+TRAIL kill = kills PPC-1 cancer cells in the presence of TRAIL; cell killing (% activity), % at 4 µM; AID 1443; 220,000 compounds, 0.41% hits; PPC-1 cells + TRAIL, ATPLite viability luminescence;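 active = cell killing above 50% in the first pass at 4 µM, then a duplicate retest at 5 µM averaging 50% or more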;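 also: plate controls were cells with TRAIL plus DMSO for no effect and medium-only wells lacking cells for full effect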
The depositor's hits bear a star; i = inactive; · = not tested or not shown; [ ] = another dose, or the depositor's remark.

SMILES	TRPML3 ag	Cl transport mod	thrombin 1536	m-calpain inh	zfTRPN1 agonist	Furin inh	EBV gp42 inh	TbHK1 inh	PPC-1+TRAIL kill
NCCOc1cnn(-c2ccccc2Cl)c(=O)c1Cl	0.7	i	-2	4	0.0	-25	-13	-8	28
CC(C)(C)c1nnc(NC(=O)Cc2ccccc2[N+](=O)[O-])s1	0.4	0.006	-6	13	1.8	-5	-7	39	4
CCOc1nc(NCCC2=CCCCC2)nc(N2CCOCC2)n1	0.5	0.2	0	-37	-0.2	-17[20 µM]	1	3	23
CCOc1cc(N2CCOCC2)c(OCC)cc1NC(=O)CN1C(=O)NC(CC(C)C)C1=O (stereo not drawn)	1.1	-0.28	-2	-27	0.5	-22	3	-5	16
Cc1cc(-c2csc(NC(=O)c3ccc(S(=O)(=O)N(C)C)cc3)n2)c(C)n1-c1ccccc1	0.7	-0.48	-9	-29	2.2	4	-1	-7	11
COc1ccc(S(=O)(=O)N(CCc2ccccc2)CC(=O)N/N=C/c2ccc3c(c2)OCO3)cc1	1.2	-0.37	1	-27	-1.1	-9	-19	25	33
O=C(Nc1ccc(Cl)cc1)Nc1ccc(N2CCCC2)c(S(=O)(=O)Nc2ccccc2Cl)c1	0.8	-0.27	-3	-55	0.3	-19	-35	14	5
CCOc1ccc(CCNC(=O)C2CCN(S(=O)(=O)N3CCOCC3)CC2)cc1OCC	0.4	·	-7	-18	-1.3	-14	-9	-4	-7
COC(=O)c1ccc(-n2c(C)nc(=O)c(-c3ccccc3)c2C)cc1	0.1	0.28	0	12	0.6	-7[20 µM]	9	-8	8
O=C(NCCOC(=O)c1ccc(C(=O)OCCNC(=O)c2ccccc2)o1)c1ccccc1	-0.2	-0.3	-2	3	-0.9	-12	-7	1	9
O=C1c2cccnc2C(=O)N1Cc1ccc(Cl)cc1	0.4	·	2	5	0.2	-14[20 µM]	7	0	15
CCS(=O)(=O)C(C)(CCl)C(=O)Nc1ccc(C(=O)OC)cc1 (stereo not drawn)	0.8	1.4	-5	-19	-0.2	-16	-9	-3	6
O=C(O)c1cc2ccccc2c(=O)s1	0.5	0.34	-6	0	1.2	-25[20 µM]	-16	-12	15
CC1(C)CC(=O)C(C2(O)C(=O)N(Cc3ccccc3)c3ccccc32)CO1 (stereo not drawn)	-0.3	·	5	5	-0.1	-18	-12	33	6
C1CCC(NC2=NCCC2)CC1	0.2	-0.39	4	12	0.6	-13[20 µM]	-13	0	10
COc1ccc(C2CC(c3ccc4ccccc4c3)=NN2C(=O)CN2CCC(C(N)=O)CC2)cc1 (stereo not drawn)	1.5	0.51	-6	-6	1.4	-26	-12	-16	-7
CC(Oc1ccc(Cl)cc1)C(=O)NCCCn1ccnc1 (stereo not drawn)	0.4	-0.27	3	-51	-0.4	-23[20 µM]	-13	-1	-4
Cc1ccc(-c2nc3cnccn3c2Nc2ccc3c(c2)OCCO3)o1	-0.7	0.38	1	-18	-0.8	-13	-9	-25	6
O=C(Nc1cccc(Oc2ccc(C(=O)O)c(C(=O)O)c2)c1)c1ccc(-c2ccccc2)cc1	0.6	-2.2	3	3	2.6	-3	14	19	25
CC12CCC(C(=O)Nc3cccc(Cl)c3)(C(Br)C1=O)C2(C)C (stereo not drawn)	0.5	-0.97	-5	-3	-2.3	-11	5	35	26
Cc1cccc(-n2ncc3c(NCc4ccc5c(c4)OCO5)ncnc32)c1	-0.2	-0.61	0	21	-0.1	-19[20 µM]	-4	-3	-31
COc1ccc(NC(=O)CSc2nc(N)c(NC(=O)c3cccs3)c(=O)[nH]2)cc1	0.8	1.1	-1	-12	2.1	-17	-10	-4	-4
COC(=O)CN1C(=O)N/C(=C/c2cc(Cl)c(OC)c(OC)c2)C1=O	0.4	-1.3	-8	-32	-0.6	-20	-9	-32	-3
O=C(Nc1nnc(Cc2ccc([N+](=O)[O-])cc2)s1)c1ccc2c(c1)OCO2	1.3	0.16	1	-7	1.0	-25	-8	-6	18
C#CCOCCOCCOCCNc1nc(N2CCN(C(=O)[C@H](CCC(=O)O)n3cc(C(N)Cc4ccc(O)cc4)nn3)CC2)nc(N2CCN(C(=O)[C@H](CCC(=O)O)n3cc(C(N)Cc4ccc(O)cc4)nn3)CC2)n1 (stereo partly drawn)	0.5	-0.47	5	5	0.2	-27	-15	2	7
CCn1cc([N+](=O)[O-])c(C(=O)N2N=C(c3ccc4ccccc4c3)CC2c2ccccc2O)n1 (stereo not drawn)	0.5	-0.19	-4	-53	0.1	-23[20 µM]	2	-8	11
CCOc1ccc(-c2nnn(CC(=O)NCc3ccc4c(c3)OCO4)n2)cc1	0.8	0.51	1	4	1.3	-12[20 µM]	-9	9	-11
Cc1ccccc1-c1noc(-c2ccc(O)cc2)n1	0.9	-0.57	-1	-17	-0.7	-22	7	-10	12
COc1ccc(NC(=O)c2cc(F)cc(F)c2)cc1Cl	-0.2	0.59	-7	-11	-0.8	-7[20 µM]	4	0	7
CCC1C(=O)N=C(SCC(=O)Nc2ccc(Br)cn2)NC1=O (stereo not drawn)	1.0	0.63	2	20	2.6	-5	-11	-3	10
O=C(CC(SCCO)c1ccc(F)cc1)c1ccco1 (stereo not drawn)	0.1	0.08	-1	7	-1.4	-14	1	-52	0
N#Cc1cnc2cc(-c3ccccc3)nn2c1N	-0.2	0.09	2	-15	-0.1	-20	1	-11	13
CCOc1ccc(-n2c(SCC(=O)Nc3ccc4c(c3)OCCO4)nc3c(c2=O)SCC3)cc1	0.1	·	-7	-31	-2.1	-6[20 µM]	-2	-14	18
Cc1cc(NC(=O)Cc2ccccc2)nc2c1c(=O)oc1ccccc12	0.9	0.85	-5	7	1.4	-22	-28	-32	-6
COc1ccc(Cl)cc1NC(=O)c1ocnc1C	-0.8	·	0	-26	0.4	-22	-19	1	5
CCc1ccc(C(=O)NNC(=S)Nc2ccc(S(N)(=O)=O)cc2)s1	0.8	0.41	0	-13	-0.3	-28	3	-22	6
CC(C)(C)/C(O)=C/c1nc2cc(Cl)ccc2oc1=O	1.0	0.37	-1	-1	-0.8	-11	-13	-5	31
CC(C)NC(=S)N/N=C/c1ccc2c(c1)OCCO2	-0.1	-0.37	-14	48	0.3	-7	0	-41	11
O=C(NC(=S)N1CCN(c2nc(-c3ccccc3)cs2)CC1)c1cncc(Br)c1	0.7	70*	-15	-105	0.0	-30	-6	1	·
COC(=O)/C(C#N)=C/c1c[nH]c2ccccc12	-0.4	-1.8	2	5	-0.6	-17	0	-3	·
CC(C)n1nnnc1SCC(=O)NNC(=O)C1CCCCC1	0.3	1	4	-22	0.8	-14[20 µM]	-14	1	-5
O=C(NCc1ccco1)C12CN(Cc3ccccc3)CC1C(c1cccc([N+](=O)[O-])c1)=NO2 (stereo not drawn)	-1.3	-0.68	1	-95	0.1	-10[20 µM]	-14	0	0
CCCOc1ccc(NC(=O)CC2C(=O)N(CC)C(=S)N2Cc2cccs2)cc1 (stereo not drawn)	-0.8	-0.0092	-8	27	0.3	-18[20 µM]	16	1	16
CCOc1ccc(C(=O)Nc2ccccc2N2CCOCC2)cc1	0.3	-0.51	-5	19	-0.8	-12[20 µM]	-16	4	25
COc1cccc(NS(=O)(=O)c2ccc3[nH]cc(C(=O)NCCCOC(C)C)c(=O)c3c2)c1	-0.1	1.6	5	-2	0.4	0	-37	-9	·
O=c1c2[nH]c3ccc(F)cc3c2ncn1CCC1=CCCCC1	0.2	-0.23	0	-13	1.6	-11	-22	-17	8
Cc1nc(/N=C\N(C)C)sc1C(=O)Nc1ccccc1	0.4	1.2	25	34	0.6	-20[20 µM]	0	-55	9
N#CCC(=O)Nn1c(=S)[nH]c2ccccc2c1=O	1.1	-0.023	-8	6	-1.9	-23	-14	-2	2
C/C(CC(=O)Nc1ccccc1)=N\NC(=O)COc1ccc(C)cc1Br	0.3	0.18	-5	-9	0.5	-21	11	-10	12
Cc1ccc(SC(C)c2nc(-c3ccncc3)no2)cc1 (stereo not drawn)	-0.5	-0.59	-1	-20	1.3	-20[20 µM]	-5	10	14
Cn1c(NC(=O)COc2ccccc2)cc(=O)n(C)c1=O	1.5	1.5	-5	20	0.2	-7[20 µM]	-18	-2	30
NC(=O)C1CCN(c2cc(N3CCOCC3)ccc2[N+](=O)[O-])CC1	0.3	-0.03	-3	7	-1.1	1	-1	-3	-5
NS(=O)(=O)c1ccc(NC(=O)Cc2c(F)cccc2Cl)cc1	0.6	1.4	-6	-8	1.3	-22	-11	4	24
CCOC(=O)C(NC(C)=O)(Nc1ccc(S(N)(=O)=O)cc1)C(F)(F)F (stereo not drawn)	-0.1	-0.085	-10	17	0.5	-5	7	-37	35
CCOC(=O)CON1C(=O)c2ccccc2C1=O	1.9	0.86	-1	-19	1.0	-13[20 µM]	-14	10	2
CCOc1ccccc1C(=O)Nc1cc(Cl)ccc1O	1.2	-0.07	-3	27	2.8	10[20 µM]	8	5	17
O=C(O)CCC(=O)Nc1cccc2cccnc12	1.0	0.25	-6	-3	1.7	-14	1	-8	5
CCOc1ccc(S(=O)(=O)N2CCN(c3ccccc3)CC2)c2cccnc12	-0.2	·	-7	-6	-0.5	-7	4	4	32
CC(/C=N/NC(=O)CCn1nnc2ccccc21)=C\c1ccccc1	-0.6	-0.21	-4	12	-0.5	-21	-13	0	0
COc1c(Cl)ccc(Cl)c1C(=O)NCc1ccco1	0.4	1.2	-6	-13	-2.3	-22	-5	2	0
The list continues.
SMILES	TRPML3 ag	Cl transport mod	thrombin 1536	m-calpain inh	zfTRPN1 agonist	Furin inh	EBV gp42 inh	TbHK1 inh	PPC-1+TRAIL kill
CCc1c(C)c(C#N)c2nc3ccccc3n2c1NCc1ccccn1	-0.6	-2	-1	-129	0.2	-30	1	-4	16
Clc1cccc(-c2ccc(C=Nc3ccc(N4CCOCC4)cc3)o2)c1	-0.4	1	-2	14	-0.6	3	9	-31	2
CC(=O)c1cccc(S(=O)(=O)NCC2CCCCC2)c1	0.7	0.69	-9	18	0.2	-15	-4	11	14
c1ccc(CNc2c3c(nc4ncnn24)CCCC3)nc1	0.3	0.01	-1	8	-0.1	-14[20 µM]	0	0	-11
CCc1ccccc1NC1=NCC(=O)N1C1CCCCC1	0.6	0.42	-4	-13	-0.5	-19	-1	3	7
COc1ccc(N2CCN(C(=O)C3CCCN(S(=O)(=O)c4c(C)noc4C)C3)CC2)cc1 (stereo not drawn)	0.4	-0.03	9	13	1.1	-2	-19	-6	7
Cc1cc(C(=O)NCc2ccc(C(=O)O)o2)c(C)o1	1.1	-0.21	0	-12	0.6	-17[20 µM]	-4	-6	11
CSc1ccc(C(=O)C2CCCN(C(=O)c3cccnc3SC)C2)cc1 (stereo not drawn)	2.1	-0.6	-3	11	4.2	-22	-19	-6	7
CC(C)C(=O)Nc1nnc(SCC(=O)NCC2CCCO2)s1 (stereo not drawn)	0.5	-1.4	-1	4	1.2	-11	-2	-1	9

Laid out differently: two of the compounds above
smiles,TRPML3 ag,Cl transport mod,thrombin 1536,m-calpain inh,zfTRPN1 agonist,Furin inh,EBV gp42 inh,TbHK1 inh,PPC-1+TRAIL kill
COc1ccc(N2CCN(C(=O)C3CCCN(S(=O)(=O)c4c(C)noc4C)C3)CC2)cc1 (stereo not drawn),0.4,-0.03,9,13,1.1,-2,-19,-6,7
Cc1cc(C(=O)NCc2ccc(C(=O)O)o2)c(C)o1,1.1,-0.21,0,-12,0.6,-17[20 µM],-4,-6,11
